Compound activity (PubChem)
E coli Lon inh – E. coli protease La inhibition | purified E. coli Lon protease, fluorescence polarization | inhibition, % at 7.94 µM | 0.42% of 360,000 active | AID 602123; in the data active means inhibition above about 13%, passing the limit was not always enough;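 further: 0% = enzyme with probe and DMSO and 100% = no enzyme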
CSN inh – blocks human CSN-mediated cullin deneddylation; 0.38% of 360,000 active; inhibition, % at 12.5 µM; Q92905; Purified CSN, SCF-Nedd8-OG deneddylation, fluorescence polarization;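 active means pattern-corrected inhibition above about 35%, with an unprinted fluorescence ratio check between 0.5 and 1.5, limit read from the data, passing the limit was not always enough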;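 further: 0% = enzyme with substrate and 100% = substrate without enzyme; some results filed as inactive read as strong as hits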
Target sequence (Q92905 whole entry, looked up, one chain of several): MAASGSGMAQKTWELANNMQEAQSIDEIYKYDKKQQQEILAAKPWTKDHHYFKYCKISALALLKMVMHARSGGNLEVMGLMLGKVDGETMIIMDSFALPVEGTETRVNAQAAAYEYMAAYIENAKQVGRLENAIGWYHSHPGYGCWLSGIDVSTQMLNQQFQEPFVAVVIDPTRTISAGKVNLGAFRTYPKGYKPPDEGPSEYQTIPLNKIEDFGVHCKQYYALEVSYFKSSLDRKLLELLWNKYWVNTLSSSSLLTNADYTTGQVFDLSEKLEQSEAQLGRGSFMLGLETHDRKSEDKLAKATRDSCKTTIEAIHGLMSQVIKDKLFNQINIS
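assay system = purified human Csn5 enzyme expressed in HEK293T cells | amount = 0.24 nM enzyme | buffer or medium = Tris/NaCl/DTT buffer, pH 7.5 | reagent = 10 nM SCFSkp2-Nedd8OG | compound = one concentration, 12.5 µM, 0.25% DMSO | times = 90 min reaction at room temperature | signal = FP | read-out basis = % inhibition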
MsrA inhibitor – inhibitors of bovine MsrA; purified bovine MsrA, absorbance read-out; inhibition, % at 15.5 µM; 0.75% of 360,000 active; AID 651718; in the data active means inhibition above about 4.5%;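 further: 0% = vehicle wells with enzyme and 100% = reference inhibitor wells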
MLLE-PAM2 inh – inhibitors of microRNA-mediated deadenylation, human PABP1 MLLE binding; AID 588489; 0.36% of 360,000 active; inhibition, % at 20 µM; P11940; GST-MLLE / FITC-PAM2 fluorescence polarization; in the data active means inhibition above about 35%, passing the limit was not always enough;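 further: plate controls were DMSO wells with GST-MLLE for no effect and wells lacking GST-MLLE protein for full effect; some results filed as inactive read as strong as hits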
Target sequence (P11940 whole entry, looked up): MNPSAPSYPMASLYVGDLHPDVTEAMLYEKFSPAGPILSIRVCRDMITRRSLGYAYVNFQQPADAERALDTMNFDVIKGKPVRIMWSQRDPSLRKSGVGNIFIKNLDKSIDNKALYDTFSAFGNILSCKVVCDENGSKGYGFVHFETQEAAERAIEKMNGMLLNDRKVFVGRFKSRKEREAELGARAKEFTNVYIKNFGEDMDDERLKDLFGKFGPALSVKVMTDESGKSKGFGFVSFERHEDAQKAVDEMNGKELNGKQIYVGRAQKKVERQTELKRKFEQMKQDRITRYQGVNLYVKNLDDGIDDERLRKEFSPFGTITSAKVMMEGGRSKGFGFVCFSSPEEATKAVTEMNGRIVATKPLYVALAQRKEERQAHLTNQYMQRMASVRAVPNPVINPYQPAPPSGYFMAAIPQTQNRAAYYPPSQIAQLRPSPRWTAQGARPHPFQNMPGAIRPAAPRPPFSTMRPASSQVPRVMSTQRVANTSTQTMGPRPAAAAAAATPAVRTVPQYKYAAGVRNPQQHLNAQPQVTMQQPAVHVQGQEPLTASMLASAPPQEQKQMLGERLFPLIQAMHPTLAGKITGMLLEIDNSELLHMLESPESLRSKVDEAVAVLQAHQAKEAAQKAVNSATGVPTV
Rin1-Abl PPI inh – human Rin1-Abl interaction inhibition | P00519+Q13671 | TR-FRET Rin1/Abl binding, biochemical | inhibition, % at 7.35 µM | 0.4% of 360,000 active | AID 588664; in the data active means inhibition above about 5%, passing the limit was not always enough
Neddylation inh – blocks human cullin neddylation | P61081+Q13564 | TR-FRET cullin neddylation, biochemical | calls only at 25 µM | 0.58% of 360,000 active; in the data active means inhibition above about 36%
FAS TE block – inhibitors of human fatty acid synthase thioesterase domain; P49327; recombinant FAS-TE, OMFH fluorogenic substrate, fluorescence endpoint; inhibition, % at 15 µM; 0.67% of 360,000 active; AID 602261;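 active means compounds whose normalised, plate-corrected inhibition of enzyme fluorescence in the single-dose primary screen is 50% or more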;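 further: 0% = DMSO with enzyme and 100% = substrate without enzyme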
bovine MsrA act – activators of bovine methionine sulfoxide reductase A; purified bovine MsrA, absorbance read-out; activation, % at 10.6 µM; 0.3% of 360,000 active; AID 602163; in the data active means activation above about 7.5%;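 further: 0% = vehicle and 100% = reference activator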
TbMetRS inhib – blocks T. brucei methionyl-tRNA synthetase activity | purified T. brucei MetRS, ATP depletion, Kinase-Glo luminescence | inhibition, % at 11.9 µM | 0.4% of 360,000 active | AID 624268;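 active means inhibition above a per-plate cutoff of the control wells' mean inhibition plus 3 SD, cut at about 5.5% in these data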;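 further: 0% = DMSO wells median and 100% = median of wells with control inhibitor compound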
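Measured by: Kinase-Glo luciferase luminescence reporting remaining unconsumed ATP. Material: purified T. brucei MetRS enzyme. Doses: 11.9 µM compound single dose, 0.9% DMSO. Medium: HEPES buffer containing pyrophosphatase, BSA, spermine, DTT. Times: 15 min preincubation, 2 h reaction, all 25 °C. Reagent: methionine, ATP and bulk E. coli tRNA.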
Active calls of the source: *; i = inactive; + = active, no number.

SMILES	E coli Lon inh	CSN inh	MsrA inhibitor	MLLE-PAM2 inh	Rin1-Abl PPI inh	Neddylation inh	FAS TE block	bovine MsrA act	TbMetRS inhib
COCC(=O)NCCSc1c(C)[nH]c2ccccc12	-14.7	1.5	-0.4	4.1	-2.5	i	-9.4	-12.0	-0.9
CC1(C)NC(=O)N(CC(=O)N2CCN(c3cccc(C(F)(F)F)c3)CC2)C1=O	1.5	-4.8	-0.7	-17.7	6.7	i	-3.3	-2.0	-0.2
O=C(Nc1cccc(S(=O)(=O)N2CCOCC2)c1)c1ccccc1[N+](=O)[O-]	-4.6	-5.1	-0.4	2.9	3.4	i	-2.3	-2.8	0.1
CCN1C(=O)[C@H]2[C@@H](c3ccc(C)cc3)N3C(=O)N(c4cccc(F)c4)C(=O)[C@@]3(Cc3ccc(Cl)cc3)[C@H]2C1=O	7.1	1.7	-0.8	-5.4	2.3	i	44.0	-3.3	-0.3
COc1ccc(NC(=O)CC2SC(=NCc3ccccc3OC)NC2=O)cc1 (centres undefined)	-2.6	-5.5	-0.7	8.0	3.6	i	-2.0	0.6	0.0
O=C(CSc1nccc(=O)[nH]1)Nc1ccc(N2CCOCC2)cc1	4.8	-4.7	-0.3	2.0	3.1	i	-2.9	-3.8	-0.4
CSCCC(NC(=O)c1ccccc1)C(=O)NCCc1ccc2c(c1)OCCO2 (centres undefined)	-16.6	1.8	-0.8	-0.3	-0.9	i	-9.5	-8.4	-0.6
CC(=O)Nc1ccc(C(=O)N(C2=NC(C)CS2)c2ccc(Cl)cc2)cc1 (centres undefined)	-0.4	-1.7	-0.5	-0.9	-1.9	i	-4.2	-3.4	0.0
COc1ccc(C(c2nnnn2Cc2cccs2)N2CCN(c3ccccc3F)CC2)cc1 (centres undefined)	-0.4	-0.8	1.2	4.2	2.4	i	28.0	-0.7	0.4
CCOC(=O)c1c(CN2CCN(c3ccccc3)CC2)oc2ccc(O)cc12	-6.5	-4.1	0.2	-3.6	0.2	i	9.6	-1.3	0.1
O=C(O)c1cc(S(=O)(=O)N2CCN(c3ccccn3)CC2)ccc1Cl	-9.5	1.6	-0.6	0.5	-1.0	i	-1.1	-4.5	-0.1
N#Cc1c(Nc2ccc(F)cc2)sc(C(=O)c2ccc(F)cc2)c1N	-3.1	-2.5	0.0	14.8	1.2	i	-6.2	-3.3	-0.3
CCN1C(=O)/C(=C\c2cn(-c3ccccc3)nc2-c2cccnc2)SC1=S	1.0	-3.9	-0.9	-3.8	-2.3	i	0.9	-2.5	-0.1
COc1cccc(Nc2nnc(SCC(=O)N3CCOCC3)s2)c1	-5.5	-2.5	0.5	-15.1	1.5	i	-2.2	-2.8	-0.4
CCN(CC)CCOC(=O)c1ccc(NC(=O)c2ccc(Cl)c(S(=O)(=O)N3CCCCCC3)c2)cc1	0.4	13.7	-0.2	3.6	-2.7	i	9.5	-4.7	-1.1
COc1ccc(/C=N\NS(=O)(=O)c2ccc(C)cc2)cc1COc1ccccc1[N+](=O)[O-]	9.3	0.4	0.0	-10.6	-3.3	i	27.0	-1.9	-0.1
CSCc1nc2scc(-c3ccccc3)c2c(=O)[nH]1	2.0	9.6	0.3	-3.4	2.7	i	-4.9	-11.1	-1.8
Cc1c(NS(=O)(=O)c2cc(C(=O)NCCc3ccc(F)cc3)cc(Cl)c2Cl)c(=O)n(-c2ccccc2)n1C	1.4	-2.6	-0.4	10.5	2.6	i	13.6	-8.0	-0.6
Cc1ccc(-n2ncc3c(=O)n(CC(=O)NCC4CCCO4)cnc32)cc1 (centres undefined)	-9.1	-3.8	0.8	6.2	1.2	i	1.8	0.6	-0.5
C(=N\n1cnnc1)/c1ccccc1OCCOc1ccccc1	10.4	-1.3	0.4	4.4	-0.9	i	-1.5	-0.3	-0.1
COC(=O)c1ccc(OC(C)C(=O)c2ccc(C)cc2)cc1 (centres undefined)	-0.1	-5.8	-0.2	-5.2	0.1	i	9.7	-0.7	0.5
O=S(=O)(c1ccccc1)N(CC(O)CN1CCCCC1)c1ccccc1 (centres undefined)	-6.8	3.1	-1.0	-4.9	2.7	i	-3.1	-1.1	0.1
O=C(c1ccc(-c2ccc([N+](=O)[O-])cc2)o1)N1CCCCCCC1	-3.1	-1.0	1.7	37.7	4.3	i	13.3	-9.8	-0.6
CN(C)CCNC(=O)c1sc2nc(-c3ccccc3)cc(C(F)(F)F)c2c1N	-13.1	1.3	-0.8	-30.8	-8.4	i	-6.3	-2.0	-1.5
Cn1c(=O)[nH]c(=O)c2c1nc(NC1CCCCC1)n2CCO	1.9	-0.9	-1.0	-3.7	1.1	i	-2.9	-6.0	-1.1
CC1CCCCN1C(=O)Cn1c(=O)n(C2CCCCC2)c(=O)c2ccccc21 (centres undefined)	2.8	1.0	-0.6	-5.1	1.6	i	0.6	-9.7	-1.4
Cc1nc(CCNC(=O)c2cc(COc3ccc(F)cc3Cl)on2)sc1C	-3.0	3.7	0.8	13.8	-2.9	i	3.7	-8.0	-0.4
COCc1[nH][nH]c(=O)c1C=Nc1ccc(Oc2ccccc2)cc1	-1.4	-1.0	2.9	8.0	-1.1	i	-6.5	-2.9	0.3
COc1cccc(NC(=O)CSc2nc3ccccc3c3nc4ccccc4n23)c1	3.3	-3.6	-0.9	13.3	-3.7	i	-11.6	-3.2	-0.5
Cc1ccnc(SCCn2c(N3CCN(C)CC3)nc3c2c(=O)n(C)c(=O)n3C)n1	-5.9	2.6	1.8	6.4	1.0	i	-2.2	-4.1	0.2
Cc1ccc(C(=O)N/C(=C/c2ccc(-c3cc(C(F)(F)F)ccc3Cl)o2)C(=O)NCc2cccnc2)cc1	-12.8	3.5	1.6	12.6	-3.8	+	4.8	-7.8	-0.6
Cc1cc(C(=O)Nc2ccc(S(=O)(=O)N3CCOCC3)cc2)c(C)o1	2.1	-0.3	0.6	19.8	-2.0	i	5.3	-9.6	-0.8
CC(C)(C)OC(=O)Nc1ccc([C@H](NC(=O)OC(C)(C)C)C(=O)OC(C)(C)C)cc1	-0.5	-1.0	0.0	-3.0	0.9	i	-9.1	-1.9	0.2
Nc1nc(N)n(-c2ccccc2)c(=Nc2ccccc2)n1	-11.7	3.5	-0.3	-0.1	-1.0	i	-3.3	0.4	0.1
COC(=O)[C@H](C)NC(=O)NCc1ccc(F)cc1	11.1	1.1	-1.1	8.0	3.0	i	-3.3	0.6	-0.6
COc1cc(CCNC(=O)CCCn2c(=O)c3cccn3c3cccnc32)cc(OC)c1OC	-10.0	-2.9	0.3	-0.7	0.6	i	-5.3	-3.2	0.1
NC(=O)CSc1nnc(-c2cccc(S(=O)(=O)N3CCOCC3)c2)o1	7.8	2.8	2.7	-1.9	-1.8	i	-7.3	-2.3	-0.2
CCOCCCn1c(=S)[nH]c2cc(C(=O)N3CCN(C4CCCCC4)CC3)ccc2c1=O	-11.0	1.2	-0.5	-60.8	-1.3	i	0.2	0.1	0.2
C=CCOc1cccc(C2C(C(=O)c3ccc(C)o3)=C(O)C(=O)N2c2nnc(C)s2)c1 (centres undefined)	-21.0	1.8	0.4	31.0	-0.6	i	-4.9	-2.7	-0.3
CCc1noc(C)c1C(=O)N1CCOCC1	-3.5	2.6	-1.0	3.7	0.1	i	-7.1	-0.4	-0.3
COc1ccc(C(=O)Oc2cc(/C=N/NC(N)=S)ccc2OC)cc1	4.6	-0.3	2.0	-29.5	-4.7	i	5.2	0.1	0.5
CCC(C)c1ccc(S(=O)(=O)N2CCN(C(=O)CN3C(=O)NC(C)(C4CC4)C3=O)CC2)cc1 (centres undefined)	-1.1	-0.5	-0.2	-2.0	-0.8	i	26.4	0.5	-0.3
O=C(NC(=S)NCc1ccco1)c1ccc([N+](=O)[O-])cc1	-7.1	0.0	-1.0	24.5	-0.5	i	9.3	0.3	-0.3
COCC(C)NC(C(=O)Nc1ccc(C)c(Cl)c1)c1ccccc1 (centres undefined)	-1.0	-0.5	0.7	5.4	0.8	i	10.6	-2.4	0.1
CC1=C(C(=O)N(C)C)CC(CC(=O)NCCN2CCOCC2)C(=O)N1Cc1ccc(F)cc1 (centres undefined)	-0.2	1.0	0.1	-3.5	1.5	i	-8.9	-1.5	-0.6
COc1ccc(NC(=O)C2(S(=O)(=O)c3ccc(C)cc3)CC2)cc1	3.2	-1.4	0.1	0.1	4.6	i	-1.8	-4.1	5.5
O=[N+]([O-])c1cc(/C=N/N/C(=N/c2ccccn2)c2ccccn2)ccc1O	-1.2	-3.9	2.4	-40.2	1.0	i	3.0	-4.8	1.3
CC(=O)Nc1ccc(Oc2nc(C(F)(F)F)nc3ccccc23)cc1	-1.9	-1.6	0.4	3.3	-1.7	i	2.6	-3.7	-1.3
Cc1cc(NC(=O)c2cc(CC(C)C)on2)no1	4.7	5.2	-0.4	0.6	-1.4	i	-5.9	-1.2	-0.2
Cc1nc(NC(=O)COC(=O)/C=C/c2ccco2)c(Cl)cc1Cl	-9.9	7.5	0.2	8.4	-0.7	i	3.1	-4.2	-0.1
COc1cccc(CC2(CO)CCCN(Cc3ccc(CO)o3)C2)c1 (centres undefined)	0.1	1.9	-1.2	2.1	-1.1	i	-3.0	-2.7	0.9
Cc1cccc(Nc2nc3c(S(=O)(=O)c4ccccc4)nnn3c3ccccc23)c1C	2.3	-11.5	0.9	-4.1	-2.1	i	-3.1	-4.2	0.7
CCC1Sc2ccc(S(=O)(=O)CCC(=O)Nc3c(Cl)cc(OC)cc3OC)cc2NC1=O (centres undefined)	-4.6	2.3	0.0	-7.4	3.1	i	9.1	-10.0	4.2

An excerpt of these results, with bars between the fields:
SMILES | E coli Lon inh | CSN inh | MsrA inhibitor | MLLE-PAM2 inh | Rin1-Abl PPI inh | Neddylation inh | FAS TE block | bovine MsrA act | TbMetRS inhib
COc1cccc(CC2(CO)CCCN(Cc3ccc(CO)o3)C2)c1 (centres undefined) | 0.1 | 1.9 | -1.2 | 2.1 | -1.1 | i | -3.0 | -2.7 | 0.9
Cc1cc(NC(=O)c2cc(CC(C)C)on2)no1 | 4.7 | 5.2 | -0.4 | 0.6 | -1.4 | i | -5.9 | -1.2 | -0.2
Cc1cccc(Nc2nc3c(S(=O)(=O)c4ccccc4)nnn3c3ccccc23)c1C | 2.3 | -11.5 | 0.9 | -4.1 | -2.1 | i | -3.1 | -4.2 | 0.7
CC1=C(C(=O)N(C)C)CC(CC(=O)NCCN2CCOCC2)C(=O)N1Cc1ccc(F)cc1 (centres undefined) | -0.2 | 1.0 | 0.1 | -3.5 | 1.5 | i | -8.9 | -1.5 | -0.6
COCC(C)NC(C(=O)Nc1ccc(C)c(Cl)c1)c1ccccc1 (centres undefined) | -1.0 | -0.5 | 0.7 | 5.4 | 0.8 | i | 10.6 | -2.4 | 0.1

Given with values under each structure: part of the list above
Order of values – E coli Lon inh | CSN inh | MsrA inhibitor | MLLE-PAM2 inh | Rin1-Abl PPI inh | Neddylation inh | FAS TE block | bovine MsrA act | TbMetRS inhib
Cc1cc(NC(=O)c2cc(CC(C)C)on2)no1
    4.7 | 5.2 | -0.4 | 0.6 | -1.4 | i | -5.9 | -1.2 | -0.2
Cc1nc(NC(=O)COC(=O)/C=C/c2ccco2)c(Cl)cc1Cl
    -9.9 | 7.5 | 0.2 | 8.4 | -0.7 | i | 3.1 | -4.2 | -0.1
